MgcRacGAP inhibition: MgcRacGAP GTPase-activating activity inhibitors, confirmation, biochemical, ADP Hunter fluorescence; hit rate 0.6% among 340,000; inhibition, % at 30 µM; hits with a dose series show IC50 in µM; AID 624330, 2012; Rac GTPase-activating protein 1 (Homo sapiens); MgcRacGAP-stimulated Rac1 GTP hydrolysis, ADP Hunter fluorescence; higher % means a stronger effect; GST-tagged Rac1 F28L mutant substrate;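 active = first-screen hits whose inhibition reached a set limit at any dose in the follow-up dose series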;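 note: fluorescence reports GDP produced by GAP-driven GTP hydrolysis; strong numbers were not always called active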
An asterisk follows results filed as active. An excerpt (hit frequency here may not be typical).

| structure | MgcRacGAP inhibition |
| --- | --- |
| CCOC(=O)C1C(=O)NC(C(=O)OCC)(C(=O)OCC)C1C(C)CC (centres undefined) | 7% |
| O=C(NN=Cc1cccc([N+](=O)[O-])c1)c1cccc2ccccc12 | 8% |
| CCOc1cc(C(=O)OC(C(=O)NC(=O)NC)c2ccccc2)ccc1OCC(=O)N1CCOCC1 (centres undefined) | 7% |
| Cn1cncc1C#Cc1ccc2cc(CCO)oc(=O)c2c1 | 4% |
| COc1cc(C2c3cc4c(cc3CC3COC(=O)N32)OCO4)cc(OC)c1OC (centres undefined) | 4% |
| COc1ccc(CN2CCN(C(=O)c3ccccc3C(=O)c3ccccc3)CC2)cc1F | -8% |
| O=C1c2ccccc2C2N1CCCN2C(=O)c1sc2ccccc2c1Cl (centres undefined) | 3% |
| CCOc1ccc(OCCC(=O)OCC(=O)Nc2cc(S(=O)(=O)N3CCOCC3)ccc2OC)cc1 | 5% |
| COC(=O)C1=CCCCC(O)=C1C(=O)OC | 4% |
| COc1ccccc1S(=O)(=O)N1CCn2cccc2C1C (centres undefined) | 9% |
| O=C(Nc1ccccn1)C1CCN(S(=O)(=O)c2ccccc2)CC1 | 5% |
| CCN(CC(=O)Nc1c(F)cccc1F)C(=O)CCCc1cccs1 | 1% |
| COc1cccc(CC(=O)OCC(=O)NC2(C#N)CCCC2)c1 | 4% |
| COCCN(C(=O)COC(=O)C12CC3CC(CC(O)(C3)C1)C2)c1c(N)n(Cc2ccccc2)c(=O)[nH]c1=O | 7% |
| Cc1cc(NC(=O)CSc2nnc(-c3ccco3)n2N)no1 | 2% |
| COCc1c(C(=O)N2CCN(c3ncccn3)CC2)oc2ccccc12 | 0% |
| COc1ccc(N2CCN(C(CNS(=O)(=O)c3ccc(C)cc3)c3ccccc3)CC2)cc1 (centres undefined) | 3% |
| COc1ccc(OCCOc2ccc(N(C)S(=O)(=O)c3ccccc3)cc2)cc1 | 1% |
| Cc1noc(C)c1NC(=O)N(C)C[C@@H]1Oc2ccc(NC(=O)C3CCCCC3)cc2C(=O)N([C@@H](C)CO)C[C@H]1C | 9% |
| CN(Cc1cccs1)C(=O)CN1CCN(S(=O)(=O)c2ccc3c(c2)OCCCO3)CC1 | 9% |
| Cc1ccc(S(=O)(=O)NCCNc2ccc(Br)c(C)c2)cc1 | 2% |
| O=[N+]([O-])c1ccccc1N=Nc1c(O)[nH]c2ccc(F)cc12 | 5% |
| Cc1ccc(C(=O)Nc2ccn(C)n2)cc1 | 3% |
| CC(NC(=O)C1CC(=O)N(c2ccc3c(c2)OCCO3)C1)c1ccccc1 (centres undefined) | 11% |
| CCN(C[C@H]1N[C@@](C)(C(=O)OC)[C@H]2C(=O)N(C)C(=O)[C@@H]12)C(=O)Nc1ccc(F)cc1 | 6% |
| CC(Cc1ccccc1)=NNc1ccc([N+](=O)[O-])cc1[N+](=O)[O-] | 1% |
| O=C1c2ccccc2[C@@H]2CC(O)C(O)CCN12 (some centres undefined) | 7% |
| CC1=CC2(C)NC(=O)C(C)C12 (centres undefined) | 5% |
| O=C(NC1CC1)c1cccc(NC(=O)C2CCCC2)c1 | 9% |
| CC(C)(C)OC(=O)N1CCC(NC(=O)c2[nH]cnc2C(=O)Nc2ccccc2)CC1 | 0% |
| ON(CCc1ccccn1)Cc1ccccc1 | -2% |
| CC1CCCCN1C(=O)c1cc(S(=O)(=O)N2CCOCC2)ccc1Cl (centres undefined) | 5% |
| COc1cc(NS(=O)(=O)c2ccc(N/C=C\C(=O)c3ccc(C)cc3)cc2)nc(OC)n1 | 8% |
| CCCCCCCCCC(=O)N[C@@H]1c2cc(OC)c(OC)cc2C[C@H]1O | 7% |
| CCN(C[C@H]1N[C@@](C)(C(=O)OC)[C@H]2C(=O)N(Cc3ccccc3)C(=O)[C@@H]12)C(=O)c1ccc(C)cc1 | 5% |
| O=c1oc2ccc(C#CC3(O)CCCCC3)cc2cc1-n1cc(-c2ccccn2)nn1 | 8% |
| CCN(c1ccccc1)S(=O)(=O)c1ccc(Oc2ccccc2)c(N)c1 | -1% |
| O=C(CN1C(=O)NC2(CCOc3ccccc32)C1=O)NCCc1ccc(F)cc1 (centres undefined) | 7% |
| COc1ccc(CNC(=O)C(C)N2CCN(S(=O)(=O)c3ccccc3F)CC2)cc1 (centres undefined) | 3% |
| CC(C(=O)N1c2ccccc2CC1C)N1CCN(S(=O)(=O)c2ccccc2F)CC1 (centres undefined) | 2% |
| Cc1ccc(S(=O)(=O)N2CCCCC2)cc1NC(=O)CCNC(=O)c1ccccc1 | 6% |
| CC(C)n1nnnc1SCC(=O)c1c(N)n(C2CC2)c(=O)[nH]c1=O | 6% |
| COCCCNC(=O)CC1C[C@H](C(=O)N(C(C)C)C(C)C)[C@@]2(C)c3[nH]c4ccccc4c3CCN2C1=O (some centres undefined) | 5% |
| COc1ccc(C(=O)NCc2c(C)nn(Cc3ccccc3)c2C)cc1S(=O)(=O)N1CCOCC1 | 2% |
| CC(=O)NNc1nc(-c2ccccc2)c2cc(Cl)ccc2n1 | 10% |
| CCCN(C(=O)CSc1nc(C2CC2)n(-c2ccccc2)n1)C1CCS(=O)(=O)C1 (centres undefined) | -4% |
| CCN(C(=O)CSc1nnnn1C)C1CCCCC1 | -5% |
| COc1ccc(CC(=O)OCC(=O)c2ccc(OC)c(OC)c2)cc1 | 7% |
| CCCCC1(CC)SCC(=O)NC1=O (centres undefined) | -7% |
| Cc1ccc(C2(C)NC(=O)N(CC(=O)NNC(=O)c3ccccc3)C2=O)cc1 (centres undefined) | 7% |
| O=C(CC1C[C@H](C(=O)N2CCCCC2)[C@@]2(CCc3ccccc3)c3[nH]c4ccccc4c3CCN2C1=O)NCCCn1ccnc1 (some centres undefined) | 3% |
| CC(=O)NC1=CC(=C[N+](=O)[O-])C=C1O | 0% |
| CN(C)c1cccc(O)c1 | 4% |
| CCOC(=O)CCCCCC(=O)Nc1ccc2c(c1)CC(=O)N([C@@H](C)CO)C[C@@H](C)[C@@H](CN(C)C(=O)Nc1ccc(C(F)(F)F)cc1)O2 | 2% |
| CCCCCCCCNS(=O)(=O)CCNCCc1ccccc1 | 11% |
| COc1ccc2c(C(=O)NCCCCO)c(-c3ccc(S(C)(=O)=O)cc3)sc2c1 | 12% |

Going on with the list:
| structure | MgcRacGAP inhibition |
| --- | --- |
| C[C@H](CO)N1C[C@H](C)[C@@H](CN(C)Cc2ccc(-c3ccccc3)cc2)Oc2c(NS(=O)(=O)c3cccs3)cccc2C1=O | 10% |
| O=C(COC(=O)CNS(=O)(=O)c1cc(C(F)(F)F)ccc1Cl)NC1CC1 | 12% |
| CCCCN(C(=O)c1c(C)noc1C)c1c(N)n(CCC)c(=O)[nH]c1=O | 4% |
| Cc1ccc(Cc2c(-c3ccccc3)nc3cc(C)ccn23)cc1 | 11% |
| COc1ccc(SC[C@H](Cc2ccccc2)N2CC[C@@H](C(C)(C)C)CCC2=O)cc1 | 2% |
| O=S(=O)(Nc1cccc(S(=O)(=O)N2CCCC2)c1)c1ccc(Cl)cc1 | 4% |
| COc1cc(C(=O)OCc2csc(CC(=O)Nc3cc(C)ccc3C)n2)ccc1OC(F)F | 2% |
| CSCCC(NC(=O)c1ccccc1Cl)C(=O)Nc1ccncc1 (centres undefined) | -1% |
| CCCCN(C(=O)c1cccc(S(=O)(=O)N2CCN(C)CC2)c1)c1c(N)n(CC(C)C)c(=O)[nH]c1=O | 4% |
| Cc1coc2c(C)c3oc(=O)c(CCC(=O)N[C@H](C(=O)O)C(C)C)c(C)c3cc12 | 10% |
| COc1cccc(NC(=O)COC(=O)c2ccc3ccccc3n2)c1 | 6% |
| Nc1nc(N)c2cc(Sc3cccc(C(F)(F)F)c3)ccc2n1 | 6% |
| COC(=O)[C@@]1(Cc2ccccc2)[C@H]2C(=O)N(C)C(=O)[C@H]2[C@H]2CN=C(SCc3ccc(C#N)cc3)N21 | 10% |
| CCCn1c(C)cc(C(=O)CN2C(=O)c3ccccc3S2(=O)=O)c1C | 8% |
| CC(C)Oc1ccc(C(=O)OCC(=O)NC(=O)NC2CCCC2)cc1 | 4% |
| COc1ccc(NC(=O)COc2ccc(-c3ccccc3)cc2)cc1 | 5% |
| C=C[C@]1(C)C=C2CC[C@H]3[C@@](C)(CCC[C@@]3(C)C(=O)O)[C@@H]2CC1 | 10% |
| CN(Cc1ccccc1)C(=O)COC(=O)c1ccc(Br)c(S(=O)(=O)N2CCOCC2)c1 | 3% |
| C=CCC(NC(=O)Cc1ccccc1)C(=O)NCCC (centres undefined) | 1% |
| O=c1[nH]cnc2c1sc1nc(C(F)F)cc(-c3ccccc3)c12 | 6% |
| O=C(OCC(=O)C12CC3CC(CC(C3)C1)C2)c1ccc(CO)cc1 | 3% |
| CCOc1ccc(NC(=O)CN(C)C(=O)CN2C(=O)C3CCCCC3C2=O)cc1OCC (centres undefined) | -2% |
| O=[N+]([O-])c1ccccc1S(=O)(=O)N/C(=N/S(=O)(=O)c1ccccc1)c1ccccc1 | 2% |
| COC(=O)C1CCN(C(=O)c2cc(S(=O)(=O)N3CCCCC3)ccc2Cl)CC1 | 4% |

Six neighbouring compounds out of the list so far, quoted:
| structure | MgcRacGAP inhibition |
| --- | --- |
| CCOC(=O)C1C(=O)NC(C(=O)OCC)(C(=O)OCC)C1C(C)CC (centres undefined) | 7% |
| O=C(NN=Cc1cccc([N+](=O)[O-])c1)c1cccc2ccccc12 | 8% |
| CCOc1cc(C(=O)OC(C(=O)NC(=O)NC)c2ccccc2)ccc1OCC(=O)N1CCOCC1 (centres undefined) | 7% |
| Cn1cncc1C#Cc1ccc2cc(CCO)oc(=O)c2c1 | 4% |
| COc1cc(C2c3cc4c(cc3CC3COC(=O)N32)OCO4)cc(OC)c1OC (centres undefined) | 4% |
| COc1ccc(CN2CCN(C(=O)c3ccccc3C(=O)c3ccccc3)CC2)cc1F | -8% |

Further results
| structure | MgcRacGAP inhibition |
| --- | --- |
| Cc1ccc(S(=O)(=O)N2C[C@@H](C)[C@]3(C2)[C@H](O)[C@H](OC(=O)NC2CC2)C[C@H]2C(=O)N(c4ccccc4)C(=O)[C@H]23)cc1 | 14% |
| CCOc1ccc(NC(=O)COc2ccc(N3CC(C(N)=O)CC3=O)cc2)cc1 (centres undefined) | 1% |
| O=C(COC(=O)c1ccc(Br)o1)NCc1ccccc1Cl | 7% |
| CCOc1ccc(/C=N/NC(=O)c2ccc(F)cc2)cc1CN1CC2CC(C1)c1cccc(=O)n1C2 (centres undefined) | 5% |
| C[C@H](CO)N1C[C@H](C)[C@@H](CN(C)S(=O)(=O)c2cccs2)Oc2c(NS(=O)(=O)c3cn(C)cn3)cccc2C1=O | 2% |
| Cc1ccc2oc(=O)c(-c3ccc(O)cc3)c(C)c2c1 | 12% |
| CN(CC(=O)Nc1ccc(OC(F)(F)F)cc1)C(=O)Cc1cccs1 | 2% |
| CC(=O)Nc1cc(=O)c2cccnc2[nH]1 | 17% |

Sorted by length of the SMILES (falling): some entries from above.
| structure | MgcRacGAP inhibition |
| --- | --- |
| Cc1ccc(S(=O)(=O)N2C[C@@H](C)[C@]3(C2)[C@H](O)[C@H](OC(=O)NC2CC2)C[C@H]2C(=O)N(c4ccccc4)C(=O)[C@H]23)cc1 | 14% |
| C[C@H](CO)N1C[C@H](C)[C@@H](CN(C)S(=O)(=O)c2cccs2)Oc2c(NS(=O)(=O)c3cn(C)cn3)cccc2C1=O | 2% |
| CCOc1ccc(/C=N/NC(=O)c2ccc(F)cc2)cc1CN1CC2CC(C1)c1cccc(=O)n1C2 (centres undefined) | 5% |
| COC(=O)C1CCN(C(=O)c2cc(S(=O)(=O)N3CCCCC3)ccc2Cl)CC1 | 4% |
| Cc1ccc2oc(=O)c(-c3ccc(O)cc3)c(C)c2c1 | 12% |
| O=C(COC(=O)c1ccc(Br)o1)NCc1ccccc1Cl | 7% |

Continuation.
| structure | MgcRacGAP inhibition |
| --- | --- |
| CCCCNS(=O)(=O)CCNCc1ccccc1OC | 3% |
| Cc1cc(Cl)ccc1OCC(=O)NNC(=O)c1ccc(=O)[nH]c1 | 4% |
| CN(C)S(=O)(=O)c1ccc2c(c1)nc(CCC(=O)NCC(=O)Nc1ccc(F)c(F)c1F)n2C | -9% |
| Cc1nc(SCC(=O)N2CCCC2=O)nc(C)c1C | -2% |
| CCCCN1C(=O)C(C#N)CC2=C1CC(C)(C)CC2=O (centres undefined) | 4% |
| O=c1[nH]c(=S)[nH]cc1Oc1ccccc1 | 4% |
| N#Cc1ccccc1OCc1cccc(S(=O)(=O)N2CCOCC2)c1 | 1% |
| O=C(Nc1cc(S(=O)(=O)N2CCOCC2)ccc1Cl)c1cc([N+](=O)[O-])ccc1Cl | 0% |
| Cc1ccccc1C#CC1=CC(=O)CC(C)(C)C1 | 14% |
| NC(=O)c1ccc(NC(=O)COC(=O)CCN2C(=O)c3ccccc3C2=O)cc1 | 7% |
| O=C(NCC(c1ccc(F)cc1)N1CCOCC1)c1ccc([N+](=O)[O-])o1 (centres undefined) | 2% |
| CCC/C=C/c1ccc(CN2C(C(C)C)C(=O)N(Cc3cn(CCOCOC)nn3)CCS2(=O)=O)cc1 (centres undefined) | 9% |
| CCN(CC(=O)Nc1ccc2c(c1)OCCO2)C(=O)CN1C(=O)NC(C)(c2ccc(C)cc2)C1=O (centres undefined) | 7% |
| CCN(C(=O)COc1ccc(N(C)S(=O)(=O)c2ccc(NC(C)=O)cc2)cc1)C1CCCCC1 | 1% |
| C[C@@H]1NC(=O)OC1c1ccco1 (some centres undefined) | 5% |
| Cc1ccc(S(=O)(=O)N2CCN(C(=O)COC(=O)/C=C/c3ccccc3F)CC2)c(C)c1 | 0% |
| C[C@@H]1CN(S(=O)(=O)c2c(F)cccc2F)CCN1S(=O)(=O)c1ccc2c(c1)OCCO2 | 5% |
| COc1ccc(C(OC(=O)c2ccco2)C(=O)NC(C)(C)C)cc1OC (centres undefined) | 9% |
| CCOc1ccc(NC(=O)CN(C)Cc2ccc3c(c2)OCO3)cc1S(=O)(=O)N1CCCC1 | 6% |
| O=C(NCC1COc2ccccc2O1)C1CCN(S(=O)(=O)c2ccccc2)CC1 (centres undefined) | 3% |
| CC(C)(C)OC(=O)C[C@H]1C/C=C\C[C@@H](CC(=O)N(CCO)Cc2ccccc2)C(=O)N[C@@H](Cc2ccccc2)COC1=O | 10% |

High-throughput results deposited in PubChem BioAssay by Southern Research Specialized Biocontainment Screening Center.
